H1N1 NS1A inhibition = NS1A inhibition, H1N1 influenza, cell based functional assay (AID 504329); NS1A functional cell-based assay, percent inhibition; higher % means a stronger effect; inhibition, % at 12.5 µM, or IC50 in µM where a hit was titrated; 0.3% of 340,000 active; in the data active means a potency from the dose series; inconclusive means inhibition above about 27% without an active follow-up result; further: strong numbers were not always called active
VEEV TC-83 Vero = inhibitors of VEEV TC-83 cytopathic effect, confirmation, Vero cells (AID 588727). Vero cells, VEEV TC-83 cytopathic effect inhibition; higher % means a stronger effect. inhibition, % at 20 µM; hits with a dose series show IC50 in µM. 0.13% of 350,000 active; in the data active means a potency from the dose series; inconclusive means inhibition mostly from about 14% at the one dose, without a potency; inactive means the rest, 99 in 100 with inhibition below about 12%; further: strong numbers were not always called active
M. tuberculosis = growth inhibition of non-replicating M. tuberculosis (AID 488890). Mycobacterium tuberculosis non-replicating, growth inhibition; higher % means a stronger effect. inhibition, % at 25 µM, or IC50 in µM where a hit was titrated. 0.39% of 320,000 active; in the data active means a potency from the dose series; inconclusive means inhibition mostly from about 82% at the one dose, without a potency; inactive means the rest, 99 in 100 with inhibition below about 76%;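 further: plate controls were DMSO cells for no effect and high antibiotic wells for full effect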
PhoP GFP inhibition = Inhibition of PhoP regulon, Salmonella typhi GFP reporter cells, confirmation, 4 h (AID 1850) | 0.33% of 310,000 active | inhibition, % at 50 µM, or IC50 in µM where a hit was titrated | Salmonella Typhi PhoP-promoter GFP reporter, fluorescence, 4 h; higher % means a stronger effect; in the data active means a potency from the dose series; inconclusive means inhibition mostly from about 25% at the one dose, without a potency; inactive means the rest, 99 in 100 with inhibition below about 19%;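 further: 0% = induced wells with vehicle and 100% = uninduced wells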
H37Rv inhibition = M. tuberculosis growth inhibition, HTS (AID 449762). M. tuberculosis H37Rv growth inhibition, 7H9 media; higher % means a stronger effect. inhibition, % at 25 µM; hits with a dose series show IC50 in µM. 0.59% of 330,000 active; in the data active means a potency from the dose series; inconclusive means inhibition above about 70% without an active follow-up result;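 further: bacterial growth assessed after seven days of incubation; strong numbers were not always called active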
* = called active by the depositor; i = inactive; u = inconclusive; x = not tested or not shown; & = joins results of further samples. Some of the compounds tested (hit frequency here may not be typical).

The opening 10 compounds (preview)
1) CC(=O)Nc1ccccc1
2) Cn1c(=O)c2c(ncn2CCO)n(C)c1=O
3) CC(=O)Nc1ccc(O)cc1
4) CCCCCCc1ccc(O)cc1O
5) Cc1cccc(C)c1NC(=O)C1CCCCN1C (stereo unspecified)
6) COc1ccc2nc(NC(=O)Nc3ccccc3)sc2c1
7) CCCCC1C(=O)N(c2ccccc2)N(c2ccccc2)C1=O
Assay by compound	1	2	3	4	5	6	7
H1N1 NS1A inhibition	2.4%	1.5%	-3.8%	x	-2.6%	4.2%	-7.1%
VEEV TC-83 Vero	0.6%	1.0%	0.2%	x	i	3.4%	1.4%
M. tuberculosis	-3.0%	-9.7%	-14.8%	51.7%	9.3%	-8.4%	9.3%
PhoP GFP inhibition	x	7.7%	18.5%	3.5%	3.3%	27.1%&-0.8%	-4.3%&-7.9%
H37Rv inhibition	-3.7%	2.7%	-8.5%	-10.3%	-1.5%	11.8%	7.2%

8) O=C(Nc1ccc(C(=O)O)c(O)c1)c1ccccc1
9) NNC(=O)CP(=O)(c1ccccc1)c1ccccc1
10) COc1ccc(CN2CCN(C(c3ccc(F)cc3)c3ccc(F)cc3)CC2)c(OC)c1OC
Assay by compound	8	9	10
H1N1 NS1A inhibition	1.9%	3.9%	2.2%
VEEV TC-83 Vero	0.1%	i	5.6%
M. tuberculosis	51.9%	-6.7%	72.5%
PhoP GFP inhibition	-11.3%	-10.6%	-6.4%
H37Rv inhibition	4.9%	-2.1%	23.3µM*

The whole of this part, previewed entries included:
1) CC(=O)Nc1ccccc1
2) Cn1c(=O)c2c(ncn2CCO)n(C)c1=O
3) CC(=O)Nc1ccc(O)cc1
4) CCCCCCc1ccc(O)cc1O
5) Cc1cccc(C)c1NC(=O)C1CCCCN1C (stereo unspecified)
Assay by compound	1	2	3	4	5
H1N1 NS1A inhibition	2.4%	1.5%	-3.8%	x	-2.6%
VEEV TC-83 Vero	0.6%	1.0%	0.2%	x	i
M. tuberculosis	-3.0%	-9.7%	-14.8%	51.7%	9.3%
PhoP GFP inhibition	x	7.7%	18.5%	3.5%	3.3%
H37Rv inhibition	-3.7%	2.7%	-8.5%	-10.3%	-1.5%

6) COc1ccc2nc(NC(=O)Nc3ccccc3)sc2c1
7) CCCCC1C(=O)N(c2ccccc2)N(c2ccccc2)C1=O
8) O=C(Nc1ccc(C(=O)O)c(O)c1)c1ccccc1
9) NNC(=O)CP(=O)(c1ccccc1)c1ccccc1
10) COc1ccc(CN2CCN(C(c3ccc(F)cc3)c3ccc(F)cc3)CC2)c(OC)c1OC
Assay by compound	6	7	8	9	10
H1N1 NS1A inhibition	4.2%	-7.1%	1.9%	3.9%	2.2%
VEEV TC-83 Vero	3.4%	1.4%	0.1%	i	5.6%
M. tuberculosis	-8.4%	9.3%	51.9%	-6.7%	72.5%
PhoP GFP inhibition	27.1%&-0.8%	-4.3%&-7.9%	-11.3%	-10.6%	-6.4%
H37Rv inhibition	11.8%	7.2%	4.9%	-2.1%	23.3µM*

11) Cc1[nH]c2ccccc2c1/C=N/NC(N)=S
12) O=C1Cc2c([nH]c3ccc([N+](=O)[O-])cc23)-c2ccccc2N1
13) COc1c(O)cc2c(c1O)[C@@H]1O[C@H](CO)[C@@H](O)[C@H](O)C1OC2=O (stereo partly specified)
14) CCOC(=O)NNc1nncc2ccccc12
15) COc1c(O)cc2c(c1O)[C@@H]1OC(CO)C(O)C(O)[C@H]1OC2=O (stereo partly specified)
Assay by compound	11	12	13	14	15
H1N1 NS1A inhibition	5.2%	-7.7%	-1.0%	-7.7%	2.1%
VEEV TC-83 Vero	1.2%	5.4%	0.5%	1.8%	0.7%
M. tuberculosis	31.3%	x	-33.6%	-15.4%	x
PhoP GFP inhibition	1.1%	x	6.2%	-11.0%	x
H37Rv inhibition	60.7%	x	-14.7%	-5.6%	x

16) C[C@H]1c2cccc(O)c2C(O)=C2C(=O)[C@]3(O)C(O)=C(C(N)=O)C(=O)[C@@H](N(C)C)C3[C@@H](O)C21 (stereo partly specified)
17) CC12CCC(=O)C=C1CCC1C2CCC2(C)C1CC[C@]2(O)C(=O)CO (stereo partly specified)
18) Nc1ncnc2nc[nH]c12
19) CC1OC(CC(=O)O)CC2=C1C(=O)c1c(O)cccc1C2=O (stereo unspecified)
20) CN(C)CCOc1ccccc1Cc1ccccc1
Assay by compound	16	17	18	19	20
H1N1 NS1A inhibition	-2.1%	-6.2%	1.4%&-0.4%&7.7%	12.0%	-2.7%
VEEV TC-83 Vero	2.4%	0.6%	0.9%&1.7%&0.4%	i	1.3%
M. tuberculosis	76.4%	-4.7%	5.6%&21.7%&-5.8%	x	5.6%
PhoP GFP inhibition	1.91µM*	-8.4%	12.4%&-10.7%&-7.1%	x	15.7%&-16.0%
H37Rv inhibition	u	-14.6%	-1.1%&0.8%&-3.3%	x	8.4%

21) CNc1c2c(nn1C)CCCC2
22) COc1cc([C@H]2Oc3cc([C@H]4Oc5cc(O)cc(O)c5C(=O)[C@@H]4O)ccc3O[C@@H]2CO)ccc1O
23) COC(=O)C1=CO[C@@H](OC2OC(CO)C(O)C(O)C2O)[C@@H]2[C@@H](C)[C@@H](O)C[C@H]12 (stereo partly specified)
24) O=c1ccn([C@H]2C[C@H](O)[C@@H](CO)O2)c(=O)[nH]1
25) C/C=C(/C)C(=O)OC1c2c(ccc3ccc(=O)oc23)OC(C)(C)C1OC(=O)/C(C)=C\C (stereo unspecified)
Assay by compound	21	22	23	24	25
H1N1 NS1A inhibition	19.4%&-6.8%	3.1%	3.6%	2.2%	4.3%
VEEV TC-83 Vero	0.7%	7.2%	1.0%	0.3%	9.6%
M. tuberculosis	9.7%	1.3%	-10.6%	-8.8%	-7.9%
PhoP GFP inhibition	-11.4%	-1.8%	-2.7%	10.8%	16.1%
H37Rv inhibition	21.0%	-2.5%	-2.9%	-6.2%	7.5%
